# Screening results deposited in PubChem by several laboratories.
# KCNK3 inh: human KCNK3 channel inhibition, primary screen; O14649; CHO-KCNK3 thallium flux, FluxOR fluorescence; stronger effect = lower value; B-score at 10 µM; actives 0.84% (n = 340,000); AID 602410;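 active = B-score under library mean minus 4 SD, starting fluorescence ratio at most library mean plus 5 SD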;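 also: more negative B-score means stronger inhibition of thallium flux through KCNK3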
# Target sequence (O14649 whole entry, looked up): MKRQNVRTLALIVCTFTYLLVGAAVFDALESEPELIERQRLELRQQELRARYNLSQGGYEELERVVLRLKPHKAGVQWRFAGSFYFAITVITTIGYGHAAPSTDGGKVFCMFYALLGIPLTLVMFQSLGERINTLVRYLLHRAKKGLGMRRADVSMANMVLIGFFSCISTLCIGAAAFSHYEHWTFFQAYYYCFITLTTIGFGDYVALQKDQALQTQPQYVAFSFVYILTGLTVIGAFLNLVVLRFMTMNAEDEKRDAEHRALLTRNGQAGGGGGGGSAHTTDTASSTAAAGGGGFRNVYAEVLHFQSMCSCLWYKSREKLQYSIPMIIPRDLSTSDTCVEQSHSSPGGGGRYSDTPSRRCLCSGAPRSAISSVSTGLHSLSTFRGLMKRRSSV
# hERG protect: shields human hERG channel from block by proarrhythmic agents; Q12809; activation (rescue from dofetilide block), less the hit threshold, % at 10 µM; CHO-hERG, FluxOR thallium flux, dofetilide IC70 present; actives 0.51% (n = 310,000);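 active = activation above the mean of controls blocked by dofetilide plus 5 SD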;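 also: thallium influx through hERG after potassium depolarization seen as dye fluorescence rise; in these data hits start at about 4.7%; inactives centre near -7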
# KCNK9 block: blocks the human KCNK9 two-pore domain potassium channel; HEK293 KCNK9, FluxOR thallium flux fluorescence; stronger effect = lower value; B-score at 10 µM; actives 1.2% (n = 310,000); AID 488922;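 active = ratio B-score over 3 SD below the library mean, with starting fluorescence within 5 SD of its mean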;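 also: negative B-score means less thallium flux so channel inhibition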
# GSK3B inh: human GSK3beta kinase inhibition; P49841; GST-GSK3beta kinase, ADP-Glo luminescence, 60 min; stronger effect = lower value; activity score (negative = inhibition), % at 10 µM; actives 0.038% (n = 300,000); AID 2097;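 active = more than half of replicate wells score below -50%, meaning over 50% inhibition versus plate controls; inconclusive = some replicates but at most half score below -50%; inactive = no replicate scores below -50%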;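 also: 0% = median DMSO wells and -100% = median GW8510 positive control wells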
#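 Assay system: GST-fused GSK3beta enzyme, cell-free / Medium: Tris pH 7.5 buffer with MgCl2, DTT, BSA, heparin / Also added: peptide substrate plus 25 µM ATP (final) / Compound: 10 µM single point / Timing: kinase reaction with compound 60 min at room temperature / Detection: ADP-Glo luminescence / Benchmarks: DMSO neutral wells and GW8510 at 20 µM as positive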
# HDAC3 inhib: blocks human histone deacetylase 3. actives 0.15% (n = 320,000). O15379. inhibition, % at 8.3 µM. recombinant HDAC3, fluorogenic peptide/trypsin coupled, fluorescence. AID 2718; in the data active = inhibition above about 26%, passing the limit was not always enough; inconclusive = no clear call, values can overlap the other calls
# PolyA inhibitor: inhibitors of polyadenylation in S. cerevisiae; calls only at 12 µM; S. cerevisiae SKY197-pL101 polyadenylation reporter, beta-gal luminescence; efflux-impaired pdr1/pdr3 knockout yeast; score 100 = 6 SD above DMSO; AID 1875; actives 0.02% (n = 300,000);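 active = lowest replicate activity score at least 50, where 100 means six control SD above control mean; inconclusive = lowest score under 50 but half or more replicates reach 50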;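 also: yeast exposed to compound for 9 h at 30 °C; higher score means more reporter readthrough which indicates perturbed polyadenylation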
# KCNQ1 pot: potentiates or activates the human KCNQ1 potassium channel. P51787. CHO-K1 KCNQ1, thallium flux FluxOR fluorescence; stronger effect = higher value. B-score at 10 µM. actives 0.35% (n = 310,000);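 active = fluorescence ratio B-score, a plate-corrected score, at least three library SD, with initial intensity B-score within 5 SD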
#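 Schedule – 37 °C overnight plating, 90-min dark dye load, 20-min compound pretreatment · System – stable KCNQ1 CHO-K1 line · Probe or stimulus – thallium- and potassium-containing depolarizing buffer · Measured by – kinetic FluxOR fluorescence, 10 s baseline plus 110 s post-stimulus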
# DYRK1A inh: blocks rat Dyrk1A kinase activity. actives 0.43% (n = 310,000). inhibition, % at 12.5 µM. ADP-Glo luminescence, NFATc1 peptide. Q63470; in the data active = inhibition above about 50%;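 also: plate controls were vehicle with enzyme for no effect and no enzyme for full effect; many of its hits are not listed in these tables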
# KCNQ1 inh: inhibitors of human KCNQ1 potassium channel | P51787 | CHO-K1 KCNQ1, FluxOR thallium flux fluorescence; stronger effect = higher value | B-score at 10 µM | actives 1.3% (n = 310,000) | AID 2642;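 active = compounds whose thallium flux B-score, printed positive for inhibition, exceeds three library SD while starting fluorescence stays within three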;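 also: channel opened by potassium depolarization with thallium stimulus after 20 min compound exposure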
# GSK3 alpha inh: inhibitors of human GSK-3 alpha kinase | ADP-Glo luminescence, 60 min | inhibition, % at 10 µM | actives 0.1% (n = 320,000);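 in the data active = inhibition above about 50%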;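 also: GST-tagged GSK-3 alpha with peptide substrate and 25 µM ATP; 0% = DMSO neutral wells and 100% = GW8510 positive control wells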
# Target sequence (P49840 whole entry, looked up): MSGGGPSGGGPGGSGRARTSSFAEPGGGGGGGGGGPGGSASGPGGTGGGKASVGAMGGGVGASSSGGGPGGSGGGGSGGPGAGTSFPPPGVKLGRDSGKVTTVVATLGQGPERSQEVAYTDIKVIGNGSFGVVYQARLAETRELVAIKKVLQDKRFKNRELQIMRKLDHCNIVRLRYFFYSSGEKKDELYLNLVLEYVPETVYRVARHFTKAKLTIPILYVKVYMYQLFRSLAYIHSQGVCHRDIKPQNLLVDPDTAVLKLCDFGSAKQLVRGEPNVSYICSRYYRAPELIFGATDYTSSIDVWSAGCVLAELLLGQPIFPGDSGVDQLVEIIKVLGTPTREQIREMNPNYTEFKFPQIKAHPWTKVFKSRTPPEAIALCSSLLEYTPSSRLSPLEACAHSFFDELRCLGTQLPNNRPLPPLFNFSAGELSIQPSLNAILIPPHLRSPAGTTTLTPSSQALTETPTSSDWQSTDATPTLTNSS
# RGS4 pot: potentiators or activators of RGS4; HEK293 M3R/inducible RGS4, carbachol calcium flux Fluo4; stronger effect = lower value; actives 0.92% (n = 310,000); AID 463111; B-score at 10 µM;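 active = B-score of the integrated calcium signal more than 4 SD below the library mean, with starting fluorescence not abnormally high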;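 also: negative B-score means reduced calcium response which marks RGS4 activation or potentiation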
#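 test system = M3R-expressing HEK293 line, RGS4 induced by doxycycline | probe or stimulus = carbachol at ECmax as muscarinic agonist stimulus | timing = dye loading 30 min 37 °C, buffer rest 30 min RT | signal = calcium dye Fluo4 fluorescence | evaluation = B score from integrated fluorescence ratio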
# * = called active by the depositor; i = inactive; ? = inconclusive; . = not tested or not shown. Only part of the results is shown, so the mix of outcomes need not match the whole.
SMILES,KCNK3 inh,hERG protect,KCNK9 block,GSK3B inh,HDAC3 inhib,PolyA inhibitor,KCNQ1 pot,DYRK1A inh,KCNQ1 inh,GSK3 alpha inh,RGS4 pot
Cc1ccsc1C(=O)N/N=C/c1ccc([N+](=O)[O-])cc1,i,-7.2,i,1.1,-2.2,i,i,3.5,i,-1.6,i
Cc1ccc2c(c1)cc1c(=O)[nH]ncn12,i,-5.3,i,-25.6,-9.2,i,i,49.1,i,.,i
CCOc1ccc(NC2=NC(C(=O)NCc3ccccc3)CC(=O)N2)cc1 (centres undefined),i,-5.2,i,3.4,-4.3,i,i,-2.5,i,0.2,i
CC(C)C(OC(=O)c1cccs1)C(=O)NCc1ccc2c(c1)OCO2 (centres undefined),i,-8.3,i,0.8,3.1,i,i,-7.1,i,-2.3,i
CC(=O)Nc1ccc(S(=O)(=O)N(C)CC(=O)NCCC2=CCCCC2)cc1,i,-3.9,i,0.9,2.1,i,i,-10.0,i,4.5,i
COc1ccc(-c2nn(-c3ccccc3C)cc2CNCCc2cnc[nH]2)cc1F,i,-11.1,i,1.0,-4.8,i,i,-2.6,i,-1.5,i
Nc1nnc(SCc2nc3scc(-c4ccccc4)c3c(=O)[nH]2)s1,i,-11.7,i,-1.6,-3.1,i,i,7.9,i,-2.5,i
Cc1ccc(NC(=O)Cn2ncc3c([nH]c4ccccc43)c2=O)cc1Cl,i,-9.5,i,2.8,3.9,i,i,1.3,i,-0.2,i
CCn1cc(CN2CCc3c([nH]c4ccccc34)C2c2cccc(OC)c2OC)c(C)n1 (centres undefined),i,-9.7,i,-1.5,?,i,i,-2.7,i,1.0,i
CCn1nc(NS(=O)(=O)c2ccc([N+](=O)[O-])cc2)c2cc3ccc(C)cc3nc21,i,-5.1,i,-1.5,7.0,i,i,-5.9,i,-1.5,i
Cc1csc(SCC(=O)NCc2ccccc2)n1,i,-9.8,i,-1.6,-3.0,i,i,.,i,2.1,i
Cc1ccc(S(=O)(=O)N(C)Cc2ccc(C(=O)N/N=C/c3ccc(OC(F)F)cc3OC(F)F)cc2)cc1,i,-13.9,i,-1.6,-5.7,i,i,-0.2,i,-1.6,i
O=c1c2ccccc2nc2n1C(CSCc1ccc(Cl)cc1Cl)CS2 (centres undefined),i,-7.8,i,-2.5,1.4,i,i,0.9,i,0.4,i
CC(Sc1ccc2nnc(-c3ccc(F)cc3)n2n1)C(=O)O (centres undefined),i,-8.3,i,-38.1,-0.8,i,i,49.3,i,51.4*,i
CC(C)c1cc(C(=O)N2CCN(C(c3ccccc3)c3ccccc3)CC2)no1,i,-6.7,-7.9*,-1.0,7.2,i,i,0.3,7*,-1.9,i
O=C(Nc1ccc(Br)cc1)c1cccc(S(=O)(=O)Nc2cnc3ccccc3c2)c1,i,-10.0,i,-1.1,10.8,i,i,11.8,6*,-3.9,i
O=C(NC(Cc1ccccc1)C(=O)N1CCN(S(=O)(=O)c2ccccc2)CC1)c1ccccc1 (centres undefined),i,-4.6,i,1.9,-4.1,i,i,5.9,i,1.5,i
COc1cccc(CN2CCNC(=O)C2CC(=O)N(C)Cc2nc(C)cs2)c1OC (centres undefined),i,-10.1,i,2.8,-4.0,i,i,.,i,.,i
Cc1ccc(/C=C2\C(=O)Nc3ccccc32)o1,i,-3.5,i,0.2,-0.9,.,i,80.9*,i,1.8,i
COc1ccc(CCNC(=O)CCCC(=O)n2nc(C)c3ccccc32)cc1OC,i,-6.5,i,2.5,2.6,i,i,1.9,i,-3.1,i
COc1ccc(CNCc2cccn2C)cc1,i,-9.3,i,-3.1,-1.5,i,i,-0.8,i,-2.4,i
Cc1cc(C)cc(NC(=O)CCN2CCOCC2)c1,i,3.1,i,1.7,2.9,i,i,-0.4,i,-4.6,i
O=C(NCc1cccnc1)c1cc(Sc2ccc(F)cc2F)nc2ccccc12,i,-17.1,i,8.0,6.8,i,i,0.7,i,-1.0,i
C=CCC1(O)CC(c2ccco2)NC(c2ccco2)C1CCC (centres undefined),i,-3.9,i,0.7,2.5,i,i,2.3,i,-2.9,i
CC1CCc2c(sc3ncn(Cc4ccc(C(=O)O)cc4)c(=O)c23)C1 (centres undefined),i,-3.4,i,2.9,0.0,i,i,24.8,i,7.7,i

# Next part.
SMILES,KCNK3 inh,hERG protect,KCNK9 block,GSK3B inh,HDAC3 inhib,PolyA inhibitor,KCNQ1 pot,DYRK1A inh,KCNQ1 inh,GSK3 alpha inh,RGS4 pot
COc1ccc(C(=O)CCC(=O)NCCc2ccccc2F)cc1,i,-10.2,i,-0.5,-2.8,i,i,0.3,i,-1.5,i
COc1ccc(OC)c2sc(NC(=O)C3COc4ccccc4O3)nc12 (centres undefined),i,-6.7,i,1.0,1.1,i,i,8.6,i,0.8,i
Cc1ccc(C(=O)N=c2sccn2C)o1,i,-12.5,i,1.6,11.5,i,i,-4.9,i,-3.7,i
CCOc1ccccc1NC(=O)Nc1c(C)n(-c2ccccc2)c(=O)n1C,i,-12.8,i,1.3,0.6,i,i,1.1,i,-2.7,i
NC(=O)CC(NC(=O)Cc1cccc2ccccc12)c1ccc(NCCc2ccccc2F)c([N+](=O)[O-])c1 (centres undefined),i,0.1,i,-0.1,2.1,i,i,-4.8,i,-0.3,i
CCCC(=O)NC(C)c1nc2ccccc2n1CC (centres undefined),i,-10.7,i,-0.1,0.2,i,i,-2.3,i,0.7,i
CCC(C)(C)NC(=O)C(c1ccccn1)N(C(=O)c1csnn1)C1CCCCC1 (centres undefined),i,-3.5,i,1.8,-3.7,i,i,-1.1,i,-0.9,i
CC(C)c1ccc(-c2nn(-c3ccccc3)cc2C2C(C#N)=C(N)OC3=C2C(=O)CC(C)(C)C3)cc1 (centres undefined),i,-17.3,i,0.4,9.8,i,i,2.4,i,-1.5,i
Cc1ccnc(NC(=O)CSc2cc(=O)n(C)c3ccccc23)c1,i,-13.9,i,7.5,0.4,i,i,1.2,i,1.2,i
CCOc1cc2c3c(c1)C1(OCCO1)C(=O)N3C(C)(C)CC2C (centres undefined),i,-11.8,i,3.6,0.4,i,i,7.5,i,-1.6,i
COc1ccc(N2CC(C(=O)OCC(=O)c3cccc(OC)c3)CC2=O)cc1 (centres undefined),i,-16.2,i,3.3,-1.1,i,i,6.0,i,-0.4,i
CCOC(=O)c1ccc(N2CC(O)=C(c3nc4ccccc4c(=O)[nH]3)C2=N)cc1,i,-9.9,i,0.6,4.9,i,i,6.3,i,7.4,i
Cc1ccc(-c2nn(-c3ccccc3)cc2CN(Cc2ccccc2)C(=O)c2ccco2)o1,i,-22.5,i,-2.3,-3.9,i,i,-7.3,i,-0.8,i
C/C=C/c1ccc(OCCNCc2ccccc2)c(OC)c1,i,-10.2,i,-2.1,0.4,i,i,.,i,3.3,i
CCc1cccc(CC)c1NC(=O)COC(=O)C1(C)CC1(Cl)Cl (centres undefined),i,-12.7,i,3.9,1.0,i,i,-4.4,i,-1.2,i
Cc1[nH]c2ccc(C(=O)NCc3ccccn3)cc2c1C,i,-2.7,i,0.2,-4.2,i,i,.,i,1.1,i
O=C(NNC1=NS(=O)(=O)c2ccccc21)c1ccccc1,i,-5.2,i,-1.2,3.9,.,i,-4.1,i,-0.1,i
COc1cc(-c2nnc3sc(Cc4ccccc4)nn23)cc(OC)c1OC,i,-18.4,i,3.3,-2.0,i,i,0.6,i,-1.3,i
O=C(O)CC/C(=N/NC(=O)CNC(=O)c1ccc2c(c1)OCCO2)c1ccccc1,i,-2.8,i,-0.2,2.0,i,i,-2.3,i,-4.9,i
CNc1oc(C)nc1S(=O)(=O)c1ccccc1,i,-10.8,i,-0.1,-0.7,i,i,3.7,i,-1.5,i
OC1CCC(Nc2ncnc3sccc23)CC1 (centres undefined),i,-9.9,i,-6.5,-6.5,i,i,13.3,i,2.2,i
CCOC(=O)c1ccc(NC(=O)Cn2c(=O)oc3ccccc32)cc1,i,-8.5,i,2.5,-3.6,i,i,7.9,i,-1.7,i
O=C(COc1coc(CN2CCN(Cc3ccccc3)CC2)cc1=O)Nc1ccccc1,i,-9.6,i,0.0,.,i,i,-2.6,i,-2.7,i

# Already shown: ten of the compounds above.
SMILES,KCNK3 inh,hERG protect,KCNK9 block,GSK3B inh,HDAC3 inhib,PolyA inhibitor,KCNQ1 pot,DYRK1A inh,KCNQ1 inh,GSK3 alpha inh,RGS4 pot
C/C=C/c1ccc(OCCNCc2ccccc2)c(OC)c1,i,-10.2,i,-2.1,0.4,i,i,.,i,3.3,i
CCc1cccc(CC)c1NC(=O)COC(=O)C1(C)CC1(Cl)Cl (centres undefined),i,-12.7,i,3.9,1.0,i,i,-4.4,i,-1.2,i
Cc1[nH]c2ccc(C(=O)NCc3ccccn3)cc2c1C,i,-2.7,i,0.2,-4.2,i,i,.,i,1.1,i
O=C(NNC1=NS(=O)(=O)c2ccccc21)c1ccccc1,i,-5.2,i,-1.2,3.9,.,i,-4.1,i,-0.1,i
COc1cc(-c2nnc3sc(Cc4ccccc4)nn23)cc(OC)c1OC,i,-18.4,i,3.3,-2.0,i,i,0.6,i,-1.3,i
O=C(O)CC/C(=N/NC(=O)CNC(=O)c1ccc2c(c1)OCCO2)c1ccccc1,i,-2.8,i,-0.2,2.0,i,i,-2.3,i,-4.9,i
CNc1oc(C)nc1S(=O)(=O)c1ccccc1,i,-10.8,i,-0.1,-0.7,i,i,3.7,i,-1.5,i
OC1CCC(Nc2ncnc3sccc23)CC1 (centres undefined),i,-9.9,i,-6.5,-6.5,i,i,13.3,i,2.2,i
CCOC(=O)c1ccc(NC(=O)Cn2c(=O)oc3ccccc32)cc1,i,-8.5,i,2.5,-3.6,i,i,7.9,i,-1.7,i
O=C(COc1coc(CN2CCN(Cc3ccccc3)CC2)cc1=O)Nc1ccccc1,i,-9.6,i,0.0,.,i,i,-2.6,i,-2.7,i
